# Screens as filed in PubChem.
# PABP1 MLLE inh: blocks PAM2 peptide binding to the PABP1 MLLE domain; GST-MLLE / FITC-PAM2 fluorescence polarization; inhibition, % at 20 µM; hit rate 0.36% among 360,000; AID 588489; in the data active = inhibition above about 35%, passing the limit was not always enough;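 also: plate controls were DMSO wells with GST-MLLE for no effect and wells lacking GST-MLLE protein for full effect; some results filed as inactive read as strong as hits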
# CSN deneddyl inh: inhibitors of human CSN-mediated cullin deneddylation. Q92905. Purified CSN, SCF-Nedd8-OG deneddylation, fluorescence polarization. inhibition, % at 12.5 µM. hit rate 0.38% among 360,000. AID 651999;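 active = pattern-corrected inhibition above about 35%, with an unprinted fluorescence ratio check between 0.5 and 1.5, limit read from the data, passing the limit was not always enough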;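 also: 0% = enzyme with substrate and 100% = substrate without enzyme; some results filed as inactive read as strong as hits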
# Target sequence (Q92905 whole entry, looked up, one chain of several): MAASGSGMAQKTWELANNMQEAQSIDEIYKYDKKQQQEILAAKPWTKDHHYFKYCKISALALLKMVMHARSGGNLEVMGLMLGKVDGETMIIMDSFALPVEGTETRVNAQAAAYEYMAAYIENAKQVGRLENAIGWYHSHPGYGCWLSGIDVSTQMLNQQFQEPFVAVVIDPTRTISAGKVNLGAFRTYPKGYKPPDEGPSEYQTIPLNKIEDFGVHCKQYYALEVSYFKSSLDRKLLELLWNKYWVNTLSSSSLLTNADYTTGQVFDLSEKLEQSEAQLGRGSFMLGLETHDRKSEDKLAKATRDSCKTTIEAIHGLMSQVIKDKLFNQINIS
#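 Test system: purified human Csn5 enzyme expressed in HEK293T cells. Amount: 0.24 nM enzyme. Reagent: SCFSkp2-Nedd8OG substrate at 10 nM final. Schedule: 90 min incubation of compound, enzyme and substrate at room temperature. Detection: fluorescence polarization. Read-out: % inhibition of substrate cleavage by Csn5.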
# MT1-MMP act inh: blocks activation of human MT1-MMP. P50281. HT1080 RFP-PRO-GFP cells, GFP/RFP ratio fluorescence, overnight; percent of plate control window, DMSO zero. GFP/RFP ratio change, % at 20 µM. hit rate 0.061% among 360,000. AID 651647;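 active = GFP/RFP ratio change of at least 30% with cell ATP level not reduced by more than half and red fluorescence within 50% of control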; also: strong numbers were not always called active
#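 system = RFP-PRO-GFP reporter HT1080 cells | dosing = 20 µM single dose, 1% DMSO | timing = overnight cell settling, then overnight compound exposure, 37 °C, 5% CO2 | read-out basis = GFP/RFP fluorescence ratio | controls = DMSO and RFP-L50D-GFP cell wells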
# FAS-TE inh: inhibitors of human fatty acid synthase thioesterase domain; hit rate 0.67% among 360,000; AID 602261; recombinant FAS-TE, OMFH fluorogenic substrate, fluorescence endpoint; P49327; inhibition, % at 15 µM;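 active = compounds whose normalised, plate-corrected inhibition of enzyme fluorescence in the single-dose primary screen is 50% or more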;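 also: 0% = DMSO with enzyme and 100% = substrate without enzyme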
# Rpn11 block: inhibitors of human proteasome Rpn11. hit rate 0.59% among 360,000. human 26S proteasome, Ub4-pepOG fluorescence polarization; 20S core pre-blocked with epoxomicin. calls only at 20 µM;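 active = inhibition at 20 µM, scaled to each plate's controls, above about 33%, limit read from the data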
# Rin1 Abl inh: blocks binding of human Rin1 to Abl. hit rate 0.4% among 360,000. P00519+Q13671. inhibition, % at 7.35 µM. TR-FRET Rin1/Abl binding, biochemical. AID 588664; in the data active = inhibition above about 5%, passing the limit was not always enough
# Neddyl block: inhibitors of human cullin neddylation; P61081+Q13564; TR-FRET cullin neddylation, biochemical; calls only at 25 µM; hit rate 0.58% among 360,000; in the data active = inhibition above about 36%
# Target sequence (P61081 whole entry, looked up): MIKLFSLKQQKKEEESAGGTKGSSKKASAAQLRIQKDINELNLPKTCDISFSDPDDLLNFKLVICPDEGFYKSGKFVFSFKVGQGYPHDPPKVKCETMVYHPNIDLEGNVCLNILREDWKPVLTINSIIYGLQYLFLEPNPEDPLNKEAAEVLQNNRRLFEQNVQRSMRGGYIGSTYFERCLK
# Target sequence (Q13564 whole entry, looked up): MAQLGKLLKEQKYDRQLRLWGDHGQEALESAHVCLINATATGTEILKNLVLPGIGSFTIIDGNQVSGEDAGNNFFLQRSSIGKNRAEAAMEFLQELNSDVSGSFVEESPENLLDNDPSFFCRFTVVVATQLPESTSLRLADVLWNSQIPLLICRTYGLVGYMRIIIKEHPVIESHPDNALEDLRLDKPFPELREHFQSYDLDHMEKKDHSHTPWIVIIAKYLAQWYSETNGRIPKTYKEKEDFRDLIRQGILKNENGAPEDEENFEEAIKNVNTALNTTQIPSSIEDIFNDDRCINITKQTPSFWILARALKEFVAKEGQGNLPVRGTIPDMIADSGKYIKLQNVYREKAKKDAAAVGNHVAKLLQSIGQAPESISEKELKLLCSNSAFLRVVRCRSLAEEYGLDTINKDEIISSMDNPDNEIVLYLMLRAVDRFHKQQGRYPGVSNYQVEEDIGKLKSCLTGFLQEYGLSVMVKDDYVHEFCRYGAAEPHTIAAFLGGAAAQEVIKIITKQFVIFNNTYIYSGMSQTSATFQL
# NadD inh: inhibitors of Staphylococcus aureus NadD | inhibition, % at 20 µM | hit rate 0.78% among 360,000 | purified NadD enzyme, colorimetric absorbance read-out; in the data active = inhibition above about 26%; also: some compounds past the cut are filed as inactive
# SKN-1 inh: blocks SKN-1 activity in C. elegans; C. elegans VP596 Pgst-4::GFP/RFP ratio, acrylamide-induced, 24 h; inhibition, % at 21.8 µM; hit rate 0.49% among 360,000;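 active = interference check ratio from 0.5 to 1.5 plus GFP to RFP signal ratio inhibition reaching or exceeding a fixed threshold, cut at about 30% in these data, passing the limit was not always enough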; also: some compounds called inactive have numbers as strong as hits
# Numbers without * were called inactive; i = inactive; nt = not tested or not shown. Compounds were not picked by outcome, and some 3.9% of all compounds hit somewhere here.
No.	Structure	PABP1 MLLE inh	CSN deneddyl inh	MT1-MMP act inh	FAS-TE inh	Rpn11 block	Rin1 Abl inh	Neddyl block	NadD inh	SKN-1 inh
1	COc1ccc(OCCCn2cc(/C=C3/C(=N)N4C=C(C)SC4=NC3=O)c3ccccc32)cc1	12	-8	-2	15	i	-5	i	17	6
2	CCn1c(CNC(=O)c2ccco2)nnc1SCC(=O)c1ccc(OC)cc1	-6	-2	2	-5	i	3	i	3	-1
3	CCOc1ccc(C(=O)NCC(=O)NCC(c2ccc(OC)cc2)N2CCCC2)cc1 (centres undefined)	-14	2	4	-4	i	0	i	-4	-23
4	COc1ccc(-c2nc3ccccc3c(=O)n2CCOc2ccccc2C)cc1	-1	-3	0	41	i	4	i	3	5
5	Cc1ccc(C(=O)CC(=O)COc2ccc(Cl)cc2C)cc1	4	-1	5	10	i	2	i	7	-1
6	c1cn(C23CC4CC(CC(C4)C2)C3)cn1	9	1	5	-5	i	-3	i	10	4
7	COc1ccccc1-c1c(C)nn2c(NCCN3CCCC3)cc(C)nc12	0	2	0	-2	i	0	i	4	-6
8	CC(=O)c1ccc(OCCCC(=O)OCc2nnc(-c3ccc(Cl)cc3)o2)cc1	-8	3	4	11	i	-4	i	-3	12
9	O=C1c2ccc(Oc3ccc([N+](=O)[O-])cc3)cc2C(=O)N1CCO	3	2	2	2	i	-3	i	-5	19
10	Cc1cc([N+](=O)[O-])ccc1N=Nc1c(N)[nH]n(-c2ccccc2)c1=O	-5	-7	1	6	i	-2	i	21	9
11	CCOC(=O)c1ccc(NC2c3ccccc3C(=O)N2c2ccc(C)cn2)cc1 (centres undefined)	-3	-4	-5	20	i	1	i	-9	8
12	COc1ccc(C(CNc2ccc(C(F)(F)F)cn2)N(C)C)cc1OC (centres undefined)	-5	0	2	-7	i	3	i	-9	12
13	O=[n+]1c2c(n([O-])c3c1CCC3)CCCC2	-3	3	4	-6	i	2	i	1	13
14	S=C(NCc1ccc2c(c1)OCO2)NCc1ccc2c(c1)OCO2	-102	2	3	-14	i	1	i	2	0
15	CCCCC(=O)Nc1ccc2c3c(cccc13)C(=O)N2CC	-8	3	13	-5	i	0	i	-3	7
16	C[C@H](CO)N1C[C@H](C)[C@H](CN(C)C(=O)Nc2ccc(F)cc2)OCc2ccccc2-c2c(n(C)c3ccccc23)C1=O	-6	10	-7	5	i	1	i	0	6
17	O=C1c2ccncc2C(=O)N1CO	-20	-1	-1	-9	i	0	i	-3	-16
18	Cc1ccc(-c2nc3ncccn3c2Nc2ccccc2C)o1	-3	-4	-8	-4	i	-3	i	5	4
19	COC(=O)c1ccc(/C=N\n2c(C)nnc2C)cc1	10	2	7	-11	i	0	i	0	-6
20	O=C(Cn1cc(COc2c(F)c(F)c(Br)c(F)c2F)nn1)c1ccc(O)cc1	9	-1	2	-4	i	-2	i	-4	11

# An excerpt from above in order of formula weight, highest first:
No.	Structure	PABP1 MLLE inh	CSN deneddyl inh	MT1-MMP act inh	FAS-TE inh	Rpn11 block	Rin1 Abl inh	Neddyl block	NadD inh	SKN-1 inh
7	COc1ccccc1-c1c(C)nn2c(NCCN3CCCC3)cc(C)nc12	0	2	0	-2	i	0	i	4	-6
18	Cc1ccc(-c2nc3ncccn3c2Nc2ccccc2C)o1	-3	-4	-8	-4	i	-3	i	5	4
17	O=C1c2ccncc2C(=O)N1CO	-20	-1	-1	-9	i	0	i	-3	-16

# Later entries.
No.	Structure	PABP1 MLLE inh	CSN deneddyl inh	MT1-MMP act inh	FAS-TE inh	Rpn11 block	Rin1 Abl inh	Neddyl block	NadD inh	SKN-1 inh
21	COc1cc(C(=O)N/N=C(\C)c2ccc3c(c2)OCO3)cc(OC)c1OC	4	-9	3	-4	i	1	i	-2	-1
22	CC(C)c1ccc(CN2CCC2(C)C(=O)Nc2ccc3c(c2)OCO3)cc1 (centres undefined)	3	0	-1	31	i	1	i	-2	1
23	O=C1C=CC(=Nc2ccc3c(c2)Cc2ccccc2-3)O1	-13	-1	0	-8	i	2	i	-2	-7
24	Cc1ccc(C2SCC(=O)N2c2ccccc2)cc1 (centres undefined)	48*	0	2	-6	i	-4	i	-1	1
25	CC(=O)N1CCC(N(CCN2CCOCC2)C(=S)Nc2ccccc2C)CC1	5	-3	2	-11	i	4	i	0	3
26	CCOC(=O)c1c(NC(=O)C2C3C=CC(C3)C2(C)C(=O)O)sc2c1CCCC2 (centres undefined)	-6	-14	1	-8	i	-10	i	3	-4
27	CCCCSc1nsc(NC(C)=O)n1	-10	3	-3	-5	i	-1	i	-5	-27
28	CCCCC1CC1C(=O)Nc1ccc(OC)c(OC)c1 (centres undefined)	-14	3	5	-4	i	0	i	1	8
29	Cc1ccc2c(c1)N(CC(=O)NCc1cccnc1)C(=O)CO2	9	0	-1	-4	i	5	i	0	-17
30	Cc1cc(C(=O)CN2C(=O)CCC2=O)c(C)n1Cc1ccccc1	-28	6	0	0	i	2	i	0	18
31	Cc1ccc(OCC(=O)N(Cc2ccco2)C2CCS(=O)(=O)C2)cc1 (centres undefined)	3	-2	5	-3	i	-1	i	3	22
32	O=C(CCc1nnc(-c2ccc(-c3ccccc3)cc2)o1)NCCc1ccccn1	-3	-4	2	-6	i	-2	i	0	9
33	O=C(NCCC1=CCCCC1)c1ccc(-n2cncn2)c([N+](=O)[O-])c1	19	9	-3	1	i	-3	i	-5	-10
34	CCOc1ccc(/C=C/C2=Cc3c(sc(NC(=O)CSc4n[nH]c(N)n4)c3C#N)C(C)(C)C2)cc1	-53	44*	-48	-20	nt	2	i	58*	37*
35	CCCCN1CC(COCc2ccccc2)Oc2cccc(NCc3ccc(OC)cc3)c2S1(=O)=O (centres undefined)	10	2	-2	25	i	-2	i	-5	5
36	CCC(Sc1nc(C)cc(C)n1)C(=O)O (centres undefined)	-2	2	2	-7	i	2	i	-1	7
37	COc1ccc(OC)c(C(c2nnnn2C2CCCC2)N2CCN(c3ccc(F)cc3)CC2)c1 (centres undefined)	-6	4	-12	16	i	0	i	2	-3
38	CCc1nnc(NC(=O)CN2CCN(Cc3ccc(F)cc3)CC2)s1	-6	-4	0	-3	i	0	i	-2	-12
39	Cc1ccc(Nc2ccc(N3CCN(c4ccc([N+](=O)[O-])cc4)CC3)nn2)cc1	12	8	2	-4	i	-4	i	16	-8
40	COc1cc(OC)c(N(C)S(=O)(=O)c2cccc(C(=O)Nc3nccs3)c2)cc1Cl	1	1	7	66*	i	2	i	13	5
41	Cc1sc2ncnc(OCC(=O)NC3CCS(=O)(=O)C3)c2c1C (centres undefined)	0	2	1	-5	i	-3	i	-8	-11
42	COc1ccc(C(=O)NC(C)c2ccc(-n3ccnc3)cc2)cc1S(=O)(=O)N1CCOCC1 (centres undefined)	7	0	1	-5	i	1	i	6	-5
43	COc1ccccc1N(C(=O)c1ccco1)C(C(=O)NC1CCCC1)c1cccs1 (centres undefined)	16	0	-1	2	i	0	i	-1	-4
44	COc1ccc(C(=O)OCC(=O)NCC2CCCCC2)cc1S(=O)(=O)N1CCCc2ccccc21	-3	3	3	25	i	2	i	5	5
45	Cc1cc(N2CCN(C(=O)c3ccco3)CC2)n2nc(-c3cccc(Cl)c3)cc2n1	-6	-3	7	27	i	-2	nt	-1	-8
46	O=C(c1cc2cc(F)ccc2[nH]1)N(Cc1cccnc1)CC1CCCN(C2CCCCC2)C1 (centres undefined)	-12	-2	-3	-1	i	-2	i	-2	-6
47	COc1ccc(OC)c(C2C(C(=O)c3ccccc3)=C(C)Nc3nc4ccccc4n32)c1 (centres undefined)	-2	0	-1	-4	i	4	i	8	2
48	COc1ccc(NC(=O)C23CC4CC(C2)CC(n2cnc(Br)n2)(C4)C3)c(C)c1	-4	-3	5	-4	i	1	i	-4	-7
49	O=C(O)CCCSCC(=O)Nc1ccccc1	9	5	-2	-7	i	2	i	-1	5
50	CCOC(=O)c1cc(C)nc(N2CCCCC2)c1C#N	4	2	-4	8	i	2	i	-7	1
51	CCCn1ncc(CN2CCC(n3nccc3NC(=O)c3ccccc3OC)CC2)c1C	-5	5	2	-8	i	-1	i	-1	30
52	O=C(CSc1ccc(Cl)cc1)Nc1ccccc1Oc1ccccc1	4	-10	-6	18	i	-2	i	8	-3
53	Fc1ccccc1OCCCN1CCOCC1	-13	3	11	-10	i	-1	i	0	18
54	NC(=O)c1cccc2c3c([nH]c12)CCCC3	10	-4	1	-5	i	3	i	-8	-6
55	CCN(CC(=O)Nc1cc(Cl)ccc1C)C(=O)c1oc2ccc(OC)cc2c1C	-3	-2	-2	18	i	-2	i	-2	22
56	O=C(Nc1cccc(C(F)(F)F)c1)C12CC3CC(CC(C3)C1)C2	14	0	2	4	i	2	i	-4	-3
57	O=C(N/N=C/c1cc(Br)c(Br)o1)C(O)c1ccccc1 (centres undefined)	-22	18	5	-5	i	1	i	1	1
58	COc1ccc(/C=C/C(=O)OCC(=O)Nc2ccc(N3CCOCC3)cc2)cc1OC	3	-5	2	-1	i	-4	i	1	7
59	CCOc1ccc2nc(SCC#N)c(C#N)cc2c1	-3	2	-7	0	i	-2	i	-5	6
60	[N-]=[N+]=NC[C@H](c1ccccc1)N1CCN(Cc2ccccc2)CCC1=O	5	-4	-2	-7	i	4	i	0	0
61	O=C(NCCc1ccccc1)c1ccc(Cl)cc1[N+](=O)[O-]	-4	2	0	-1	i	3	i	-5	4
62	CCOC(=O)c1cc(-c2ccccc2)nn1CC1CC(c2cccc([N+](=O)[O-])c2)=NO1 (centres undefined)	-7	-2	0	48	i	1	i	-3	1
63	CCOc1ccc(-n2c(C)nc3cc(C(=O)NCc4ccc5c(c4)OCO5)ccc32)cc1	10	-18	-1	5	i	3	i	4	-3
64	CCOC(=O)c1oc2ccccc2c1CN1CCN(C(=O)c2ccccc2)CC1	14	-7	-2	-2	i	-1	i	0	-10
65	Cc1cc2c(cc1C)N(C(=O)CN1C(=O)c3ccccc3C1=O)C(C)(C)c1ssc(=S)c1-2	2	-2	-3	43	i	0	i	4	-23
66	Cc1cc(OCC(=O)NNC(=S)NCC2CCCO2)cc(C)c1Cl (centres undefined)	-44	0	2	3	i	3	i	2	4
67	CCOC(=O)c1nccnc1C(=O)Nc1ccc(C(F)(F)F)cc1	16	-9	-2	11	i	0	i	-8	12
68	COc1ccc(S(=O)(=O)N2CCOCC2)cc1NS(=O)(=O)c1ccc(F)c(F)c1	7	3	-1	-8	i	7	i	-1	-6
69	Cc1ccc(-c2cc(C(=O)NCCCN3CCOCC3)c3ccc(Cl)c(C)c3n2)cc1	-2	0	-3	24	i	2	i	-11	-10
70	CCOCc1c(C(=O)NC2=Nc3ccccc3NC(CC)=C2C(=O)OCC)oc2ccccc12	11	-8	-27	27	i	1	i	-2	5
71	COc1ccc(OCC(O)CNC(=O)c2sccc2Cl)cc1 (centres undefined)	17	-1	4	-4	i	5	i	-10	-16
72	Cc1ccc(-n2nc(C)c3c2OC(N)=C(C#N)C3c2ccc(F)cc2)cc1 (centres undefined)	4	0	8	-5	i	1	i	-2	10
73	COc1ccc(NC(=O)CC2SC(=Nc3ccccc3)NC2=O)cc1 (centres undefined)	-13	-2	4	-2	i	1	i	-2	14
74	COc1ccc(Cn2nnnc2C(c2cc3cccc(C)c3[nH]c2=O)N2CCN(C)CC2)cc1 (centres undefined)	-15	-2	-6	-2	i	2	i	-6	-5
75	COc1ccc(-c2nnc3ccc(SC)nn23)cc1	10	-6	-1	-2	i	-4	i	2	-14
